# sdo1 growth = growth rescue of sdo1-depleted yeast, primary screen, S. cerevisiae, bone marrow failure model; S. cerevisiae sdo1-depleted JHY4D growth rescue, OD600 30 h; hits give high values; pdr5 snq2 efflux-pump mutant strain; z-score at 10 µM; actives 0.21% (n = 140,000);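 active means z-score above 3 at both the 24 hr and the 30 hr optical density reads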;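 further: z-score against mean and SD of all compound wells on the same plate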
# INS promoter inh = inhibitors of insulin promoter-driven GFP, primary screen, imaging, TRM-6 cells (human fetal islet line), eGFP reporter, cell count | reporter expression induced with tamoxifen | inhibition, % at 2 µM | actives 0.9% (n = 130,000) | AID 1273, 2008;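 active means inhibition above the mean plus 3 SD, with well images judged a real hit on visual review, cut at about 60% in these data, passing the limit was not always enough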
# sdo1 growth Rescue 24 h = recorded beside sdo1 growth, whose call it bears; z-score; S. cerevisiae sdo1-depleted JHY4D growth rescue, OD600; measured here: growth rescue at 24 h;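 0 is the plate mean of compound wells and units are plate SD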
# * hit, by the source's call; x = no result given.
SMILES,sdo1 growth,sdo1 growth Rescue 24 h,INS promoter inh
CC1CCN(c2cc(C#N)c(C#N)cc2[N+](=O)[O-])CC1,0.24,0.69,8
CCOC(=O)Nc1ccc2c(c1)N(C(=O)CCN(C)C)c1ccccc1S2,0.68,0.66,x
CCOc1cccc2cc(-c3csc(NC(=O)CCC(=O)NCCN4CCCCC4C)n3)c(=O)oc12 (stereo not drawn),x,x,25
Cc1ccc(-c2nn(CC(=O)Nc3cccnc3)c(=O)c3ccccc23)cc1,-1.5,-1.6,27
Cc1nnc(SCC(=O)Nc2nccs2)[nH]c1=O,0.71,0.04,50
CN(CC(=O)Nc1ccc(S(=O)(=O)N2CCCC2)cc1)Cc1cccc(Cl)c1Cl,-0.49,-0.08,-21
CCOC(=O)c1c(-c2ccccc2)csc1NC(=O)CSc1ccccc1,0.51,2.3,x
Cc1nc(SCC(=O)c2ccccc2)c(C#N)c(-c2ccco2)c1C(=O)NCc1ccco1,0.37,0.37,-26
Cn1c(=O)n(C)c2cc(S(=O)(=O)O)ccc21,0.11,0.13,12
CCOc1ccccc1C(=O)N(CN1CCCC1=O)c1ccc(C)c(Cl)c1,0.14,-0.03,x
Cc1nn(C)c(C)c1NC(=O)CSc1nnc(C)n1-c1ccccc1,0.4,0.02,22
Cc1cc(C)n(Cc2ccc(C(=O)O)cc2)n1,-0.37,-0.98,6
Cc1cc2cc(CCNS(C)(=O)=O)c(=O)[nH]c2cc1C,0.42,0.01,27
Cn1c(-c2c(N)n(CCCc3ccccc3)c3nc4ccccc4nc23)nc2ccccc21,-1.1,-0.79,-28
COC(=O)c1cccc(S(=O)(=O)N(Cc2ccco2)Cc2cc3ccc(OC)cc3[nH]c2=O)c1,-0.11,0.04,50
CCc1cc2c(NCC(=O)O)ncnc2s1,0.95,0.87,x
COc1ccc(Cc2nnc(NC(=O)c3ccc(Cl)c([N+](=O)[O-])c3)s2)cc1,-1.2,-0.79,38
CC(=O)C1C(c2ccc(Cl)cc2)NC(=O)NC1(O)C(F)(F)F (stereo not drawn),0.59,0.21,x
CCOC(=O)N1CCN(C(=O)c2ccccc2NC(=O)COc2ccccc2C)CC1,0.26,0.01,x
Cc1cc(C)cc(N(CC(=O)N2CCc3ccccc32)S(=O)(=O)c2c(C)noc2C)c1,-0.38,0.11,x
Cc1ccccc1Nc1nc(-c2sc(NC(=O)c3ccccc3)nc2C)cs1,-0.11,-0.03,x
O=C(CCCC(=O)NC1CCCC1)NC1CCCC1,0.6,0.4,5
CCCC(C)C(=O)OCC(=O)Nc1c(Br)cc(C)cc1Br (stereo not drawn),-0.01,-0.26,46
O=[N+]([O-])c1ccc(N2CCN(S(=O)(=O)c3ccccc3)CC2)cc1NCc1cccnc1,-1,-1.1,7
CC1CC(C)CN(S(=O)(=O)c2ccc(NC(=O)C3COc4ccccc4O3)cc2)C1 (stereo not drawn),0.3,0.79,x
COc1ccc(C2C3=C(OC(C)=O)c4ccccc4C3=Nc3c2c(=O)n(C)c(=O)n3C)cc1 (stereo not drawn),0.01,1.7,39
CSCCC(NC(=O)COc1ccccc1)C(=O)O (stereo not drawn),x,x,40
COc1ccc(C(C)NC(=O)C2C(=O)NC3(C)CC2c2ccccc2O3)cc1 (stereo not drawn),0.57,0.22,x
O=C(O)CCN1C(=O)CC2(CCCCC2)C1=O,0.13,-0.37,27
COC(=O)c1cc(C#N)c(Oc2ccc(F)cc2)nc1C,-0.18,-0.15,-7

# Reprinted at random: 2 compounds from above, in no set order.
SMILES,sdo1 growth,sdo1 growth Rescue 24 h,INS promoter inh
O=[N+]([O-])c1ccc(N2CCN(S(=O)(=O)c3ccccc3)CC2)cc1NCc1cccnc1,-1,-1.1,7
COc1ccc(Cc2nnc(NC(=O)c3ccc(Cl)c([N+](=O)[O-])c3)s2)cc1,-1.2,-0.79,38

# (list continues)
SMILES,sdo1 growth,sdo1 growth Rescue 24 h,INS promoter inh
CC1(C)Cc2c(sc3nc(NCCN4CCOCC4)n4ncnc4c23)CO1,1.2,1.4,x
O=C(NCCc1c[nH]c2ccccc12)C(=O)NCC1OCCCN1S(=O)(=O)c1cccs1 (stereo not drawn),x,x,-27
Nc1ccc(C(=O)OCC(=O)Nc2cc([N+](=O)[O-])ccc2F)cc1,0.97,0.48,x
CC1CCC/C(=N\NC(=O)c2ccncc2)C1 (stereo not drawn),0.13,-1,-7
O=C(CCN1C(=O)COc2ccccc21)NCCN1CCOCC1,-0.2,-0.9,39
CCOC(=O)c1cnn(-c2ccccc2)c1NC(=O)CCl,0.41,0.39,-3
COCCOC(=O)C1=C(C)NC(=O)NC1C1CC=CCC1 (stereo not drawn),0.03,-0.84,x
O=C(Nc1nonc1NC(=O)C1CCCCC1)C1CCCCC1,-0.48,-0.92,1
CN(C)c1ccc(/C=N/Nc2ccc(-n3ccnc3)nn2)cc1,0.32,-0.21,-16
CCN1CCN(c2ccc(NC(=O)COc3ccccc3Cl)cc2)CC1,-0.17,-1.2,-12
COc1cccc(N(CC(=O)Nc2ccccc2C)S(C)(=O)=O)c1,0.1,0.08,-29
CCN(CC)C(=O)CCCSc1nnc(Nc2ccccc2F)s1,x,x,-14
O=C1C=C(NC2CC2)C2(CCCCC2)O1,0.21,0.45,-10
CCOC(=O)N1CCN(Cc2cc(=O)oc3ccc4ccccc4c23)CC1,-0.28,0.14,36
Cc1nnc(NC(=O)CSc2nnc(-c3ccco3)o2)s1,x,x,18

# Reformatted: entries from further up.
molecule	sdo1 growth	sdo1 growth Rescue 24 h	INS promoter inh
COCCOC(=O)C1=C(C)NC(=O)NC1C1CC=CCC1 (stereo not drawn)	0.03	-0.84	x
O=C(Nc1nonc1NC(=O)C1CCCCC1)C1CCCCC1	-0.48	-0.92	1
CN(C)c1ccc(/C=N/Nc2ccc(-n3ccnc3)nn2)cc1	0.32	-0.21	-16
CCN1CCN(c2ccc(NC(=O)COc3ccccc3Cl)cc2)CC1	-0.17	-1.2	-12
COc1cccc(N(CC(=O)Nc2ccccc2C)S(C)(=O)=O)c1	0.1	0.08	-29

# Next records
SMILES,sdo1 growth,sdo1 growth Rescue 24 h,INS promoter inh
COc1ccc(N2CCN(C(c3ccco3)c3sc4nc(C)nn4c3O)CC2)cc1 (stereo not drawn),1.2,0.99,21
CC(C)NC(=O)C1(O)c2ccccc2NC(=O)N1c1ccc(Cl)c(Cl)c1 (stereo not drawn),-0.3,0.23,x
O=C(Nc1ccccc1Cl)C(Cl)C(=O)c1ccccc1 (stereo not drawn),x,x,31
COc1ccc(C)cc1N(CC(=O)O)S(=O)(=O)c1ccc(C)cc1,0.22,0.56,35
CCSc1nc2c(c(=O)[nH]c(=O)n2C)n1C,0.26,0.68,x
COc1ccc(-c2cc(C(F)(F)F)nc(S(C)(=O)=O)n2)cc1OC,-2.4,-1.5,x
O=C(CSCc1ccccc1Cl)NNC(=O)c1ccccc1,0.1,-0.24,-10
CNC(=S)N1N=C(c2ccc(C)cc2)CC1c1ccc(OC)c(OC)c1 (stereo not drawn),-0.99,-1.5,18
CC(=O)Oc1ccc(-c2cccc(C(=O)OCC(=O)Nc3ccccc3Oc3ccccc3)c2)cc1,0.11,0.48,x
CS(=O)(=O)N(CC(=O)N1CCN(c2ccccc2)CC1)c1cc(C(F)(F)F)ccc1Cl,-0.29,-0.72,-31
O=C(CCc1nc2ccccc2s1)OCc1ccccc1F,-0.02,-0.47,x
COc1ccc2oc(=O)c(-c3nnc(NCc4ccco4)s3)cc2c1,-1.3,-0.18,x
O=C(CSc1nc(-c2ccco2)cc(C(F)(F)F)n1)N1CCSCC1,0.01,0.32,17
Cc1cccc2cc(CNCC3CCCO3)c(Cl)nc12 (stereo not drawn),x,x,33
COc1ccc(Cn2c(C)c(C)c(C#N)c2NC(=O)Nc2ccc(Cl)cc2)cc1,-0.83,0.55,-19
CCCOC(=O)Nc1ccc(N2CCCCC2)cc1,0.09,-0.57,7
Clc1cccc(N2CCN(Cc3nc(-c4ccccc4)no3)CC2)c1,0.66,0.45,x
Cc1cs/c(=N/C(=S)Nc2ccccc2)n1C,-0.14,0.28,-29
Cc1ccc(S(=O)(=O)N2CCN(S(=O)(=O)N3CCOCC3)CC2)cc1,-0.07,-0.76,-6
CCN1C(=O)/C(=C2/C=CC=CN2C)OC1=S,-0.03,-1.3,x
Cc1sc2ncn3ncnc3c2c1C,2.3,1,-26
C/C(CC(C)C)=N\Nc1ccc(S(N)(=O)=O)cc1[N+](=O)[O-],x,x,-64
CCN(c1ccccc1)S(=O)(=O)c1cc(C(=O)Oc2ccc3c(C)cc(=O)oc3c2)ccc1C,0.25,0.5,-3
CC(=O)CSc1nnc(-c2ccncc2)n1C,-0.23,-0.78,-11
Cc1ccc(S(=O)(=O)Nc2cccc(/C=C/C(=O)O)c2)cc1,-0.15,-0.74,x
Brc1ccc(-c2csc(N/N=C/c3ccc4c(c3)OCO4)n2)cc1,0.54,2.8,-4
COc1ccccc1OCCCCCCN1CCOCC1,x,x,-11
O=C(O)CCC(=O)N(Cc1ccco1)c1nc(-c2ccccc2)cs1,0.44,0.56,3
CCCCCCCCOc1ccc(C2OC34CCCCC3C(C#N)(C#N)C2(C#N)C(=N)O4)cc1 (stereo not drawn),-0.39,-0.26,-22
CC(C)(C)NC(=O)CCCCCCCC(=O)NC(C)(C)C,x,x,-11

# Look-ups from the entries so far:
# `Cc1ccc(S(=O)(=O)N2CCN(S(=O)(=O)N3CCOCC3)CC2)cc1` in sdo1 growth = -0.07
# `Cc1ccc(S(=O)(=O)Nc2cccc(/C=C/C(=O)O)c2)cc1` in sdo1 growth Rescue 24 h = -0.74

# Carrying on.
SMILES,sdo1 growth,sdo1 growth Rescue 24 h,INS promoter inh
CC(C)(C)C(=O)Nc1ccc(C(=O)N/N=C/c2ccccc2OC(=O)c2ccccc2)cc1,0.31,0.12,0
Cc1ccnc(NC(=O)C2CCN(S(=O)(=O)c3cccc4nsnc34)CC2)c1,-0.99,-1.3,-125
Cc1ccc2nsnc2c1NC(=O)c1ccc2c(c1)OCCO2,-0.18,-0.44,-1
Cn1nnnc1SCC(=O)Nc1ccccn1,0.54,0.32,-93
CCC(C)c1ccc(NC(=S)NCc2cccs2)cc1 (stereo not drawn),-2.1,-1.1,0
COc1ccc(OC)c(CN2CCC(C(=O)N3CCOCC3)CC2)c1,0.69,-0.71,50
COc1cccc(/C=C2\SC(=S)N(N3CCOCC3)C2=O)c1OC,-1.1,-0.85,x
CCOC(=O)c1cc2c(nc1NC(=S)NCc1ccccc1)CCCC2,-0.38,-0.36,x
CCOc1ccc2nc(NC(=O)c3ccoc3C)sc2c1,-0.69,0.95,-8
O=C(OCC(=O)N1CCN(C(=O)c2ccco2)CC1)c1cn(-c2ccccc2)nc1-c1ccccc1,-1.6,-1.4,-126
N=c1c(C(=O)NCc2ccc3c(c2)OCO3)cc2c(=O)n3ccccc3nc2n1Cc1cccnc1,1.1,0.98,-12
Cc1ccc(NC(=O)CCc2nc3ccccc3s2)c(O)c1,x,x,29
COc1ccc(C(=O)NCCSc2ccccc2)cc1,0.31,-0.02,-70
O=C(c1n[nH]c(=O)c2ccccc12)N1CCN(C2c3ccccc3-c3ccccc32)CC1,-0.72,-0.01,-13
COc1ccc(C2C(=O)N(C3CCCCC3)CC(=O)N2C2CCCC2)cc1 (stereo not drawn),-0.66,-0.76,-39

# 3 compounds already listed, sorted by their value in sdo1 growth, smallest number first:
SMILES,sdo1 growth,sdo1 growth Rescue 24 h,INS promoter inh
Cc1ccnc(NC(=O)C2CCN(S(=O)(=O)c3cccc4nsnc34)CC2)c1,-0.99,-1.3,-125
Cc1ccc2nsnc2c1NC(=O)c1ccc2c(c1)OCCO2,-0.18,-0.44,-1
Cn1nnnc1SCC(=O)Nc1ccccn1,0.54,0.32,-93

# Carrying on:
SMILES,sdo1 growth,sdo1 growth Rescue 24 h,INS promoter inh
CCCCC(=O)N/N=C(\C)c1cccc(NC(=O)C2CC2)c1,0.16,-0.12,-72
Cc1ccc(C(=O)Nc2ccc(S(=O)(=O)N3CCc4ccccc4C3)cc2)o1,-0.66,-0.23,-14
COc1ccccc1N1CCN(C(=O)/C=C/c2ccccc2)CC1,-0.71,-0.72,69
Cn1c(CN2CCOCC2)nnc1SCc1ccccc1,0.54,0,x
COc1ccccc1-c1cc(C(=O)Nc2c(F)cc(F)cc2Br)no1,-1,-0.09,x
C=CCOc1ccc(Br)cc1CNCCCN1CCOCC1,0,-0.86,-10
O=C(/C=C/Nc1ccc(F)c(Cl)c1)c1ccco1,-0.31,-1.1,-15
CCCn1c(SCC(=O)N2c3ccccc3CCc3ccccc32)nc2c1c(=O)n(C)c(=O)n2C,-0.16,-0.41,x
C/C(=N\NC(=S)NCc1ccccc1)c1ccc2ccccc2c1,-1.3,-0.96,-50
CCOc1cc(NC(=S)NCCCOC)c(OCC)cc1NC(=O)c1ccco1,0.22,-0.09,-28
COc1ccccc1Nc1nc(N)nc(CN2CCC(C)CC2)n1,x,x,8
COc1ccc(C(N)=O)cc1N,1,1.2,14
COc1cc([N+](=O)[O-])cc2sc(NC(=O)C3CC3)nc12,x,x,0
CCCS(=O)(=O)c1cn2cccc(N)c2c1S(=O)(=O)CCC,0.5,1,-69
COc1ccc(NC(=O)N2CCC(c3nc4ccccc4[nH]3)CC2)cc1,x,x,2
Cc1nnc(SCc2cc(=O)[nH]c(Nc3nc(C)c4ccccc4n3)n2)s1,x,x,5
CCOC(=O)c1c(=O)n(O)c2ccc(OC)cc2[n+]1[O-],0.17,-0.66,22
COc1ccc(NCc2cc3cc(OC)ccc3[nH]c2=O)cc1,-0.09,-0.7,x
CCOc1ccc(-c2cc(C)n3nc(C(N)=O)cc3n2)cc1,1.7,2.4,4
Cc1ccc2c(c1)c1c(n2CC(O)CNC(CO)(CO)CO)CCCC1 (stereo not drawn),0.47,0.22,x
COc1cc(C(=S)N2CCCC2)cc(OC)c1OC,x,x,-16
FC(F)(F)C1=CC(c2ccc(Br)cc2)=NCCN1,0.24,0.08,24

# Compound activity from PubChem.
